Assay outcomes as filed in PubChem.
Platelet DG rel: modulates dense granule release in human platelets. human platelet-rich plasma, SFLLRN dense granule ATP release, luminescence. inhibition, %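 (compounds screened at 7.5 µM in platelet-rich plasma)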. hit rate 0.22% among 300,000. AID 1663;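 active = mean replicate score, as percent of positive control, at or above 50; inconclusive = mean below 50 but at least one replicate at or above 50; inactive = mean and every replicate below 50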
HIF activator: HIF pathway transcriptional activation | U2OS HRE-luciferase reporter, luminescence; normalized: DMSO 0%, desferrioxamine 100% | AID 1910 | hit rate 0.32% among 300,000 | activation, % at 7.5 µM (by protocol);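 active = mean activation of at least 10% of the iron chelator positive control signal, with at least half of replicates also reaching 10%; inconclusive = mean and replicate majority disagree about reaching 10%; inactive = mean and most replicates under 10%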
SKKanGAS inh: SKKanGAS growth inhibition; S. pyogenes SKKanGAS, kanamycin growth, BacTiter-Glo, 6 h; inhibition, % at 7.5 µM; hit rate 1.3% among 300,000; AID 1662;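 active = mean replicate score, as percent of positive control median, at least 50; inconclusive = mean below 50 but one replicate at or above 50; inactive = mean and every replicate below 50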;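 also: strain carries kanamycin resistance gene driven by streptokinase promoter and grows in 40 µg/ml kanamycin; loss of luminescence reflects streptokinase promoter inhibition or plain growth inhibition; 0% = median of DMSO wells and 100% = positive control at its reference dose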
HSP90 refold inh: HSP90 refolding inhibition in rabbit reticulocyte lysate | hit rate 0.91% among 290,000 | inhibition, % at 5.6 µM | luciferase refolding luminescence, 3 h | AID 1789;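 active = inhibition above the screen-wide mean plus 3 SD, computed separately per campaign, cut at about 16% in these data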;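 also: 0% = DMSO wells and 100% = 60 µM geldanamycin wells; inhibitors lower the luminescence because luciferase stays unfolded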
HSF1 inhib: HSF1 inhibition; NIH3T3-HGL HSE-luciferase, MG132-induced, luminescence 8 h; stronger effect = lower value; activity change, negative = inhibition, % at 7.5 µM (by protocol); hit rate 0.77% among 300,000; AID 2098;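 active = more than half of replicate wells show activity change below -50%, luminescence cut by over half; inconclusive = some wells, but at most half, below -50%; inactive = no replicate well below -50%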;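 also: luciferase reports HSF-1 transcriptional activity via heat shock element; 0% = median of DMSO wells and -100% = zero luminescence signal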
KLF5 inh: kruppel-like factor 5 inhibition. DLD-1 KLF5 promoter-luciferase reporter, luminescence. inhibition, % at 5 µM. hit rate 0.23% among 290,000;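 active = inhibition above a per-plate limit of that plate's mean compound inhibition plus 3 SD, cut at about 60% in these data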;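 also: 0% = DMSO wells and 100% = LY294002 at 200 µM; higher means less KLF5 promoter-driven luciferase light; inactives centre near -14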
AI-2 QS mod: Vibrio harveyi AI-2 quorum sensing modulation; Vibrio harveyi JMH597 AI-2 luminescence/OD600 ratio, 9 h; stronger effect = lower value; strain lacks LuxN and CqsS sensors; 0 = neutral-control median; activity change, % at 7.5 µM; hit rate 0.4% among 300,000; AID 2094; in the data active = activity change below about -75%, passing the limit was not always enough; inconclusive = no clear call, values can overlap the other calls;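 also: luminescence divided by OD600 gain over 9 h not by final OD600 alone; inactives centre near 13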
IEC-6 cytotox: IEC-6 cytotoxicity, counter-screen for KLF5 inhibitors. luminescence viability. inhibition, % at 5 µM. hit rate 0.78% among 290,000; in the data active = inhibition above about 22%;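 also: 0% = plate median of test compound wells and 100% = cytotoxic reference compound wells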
HSF1 activator: increases HSF-1 driven luciferase reporter signal; NIH3T3-HGL HSF-1 luciferase reporter, MG132, 8 h; 100% = twice DMSO control signal; activation, % at 9 µM; hit rate 1.7% among 300,000;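 active = mean replicate activation of at least 50% with a set share of replicates each reaching 50%; inconclusive = only one of those two conditions met; inactive = mean below 50% and too few replicates reaching it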;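 also: 0% = median of the neutral control wells and 100% = twice that signal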
aSyn 5UTR inh: MLPCN primary screen, SNCA 5' untranslated region; hit rate 0.82% among 300,000; inhibition, % (tested at 7.5 µM); AID 1813; alpha-synuclein 5'UTR reporter, inhibitor activity; in the data active = inhibition above about 60%; inconclusive = no clear call, values can overlap the other calls;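 also: H4 neuroglioblastoma cells stably carrying SNCA 5'UTR luciferase fusion; 0% = DMSO wells and 100% = positive control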
Starred values were filed as active, the others as inactive; ? = inconclusive; . = not tested or not shown.

entry	Molecule	Platelet DG rel	HIF activator	SKKanGAS inh	HSP90 refold inh	HSF1 inhib	KLF5 inh	AI-2 QS mod	IEC-6 cytotox	HSF1 activator	aSyn 5UTR inh
1	CCC(CC)NC(=O)c1n[nH]c(=O)c2ccccc12	5	-0.4	-5	0	-28	8	12	-5	-44	13
2	COc1cccc(CC(=O)Nc2ccc(S(=O)(=O)Nc3nc(C)cc(C)n3)cc2)c1	-5	0.5	9	1	5	-22	16	1	-10	7
3	O=C(Nc1ccccc1NC(=O)c1ccc(F)cc1)c1ccc(F)cc1	-3	-0.3	4	-2	5	-23	22	0	-11	11
4	CCOc1ccc(-n2c(=S)sc3c(=O)[nH]c(SCC(=O)N4CCC(C)CC4)nc32)cc1	-4	-0.1	21	0	0	-8	21	-4	9	23
5	CCc1nnc(NS(=O)(=O)c2ccc(NC(=O)CCC(=O)O)cc2)s1	-8	-1.3	-2	-6	-1	-10	19	2	1	16
6	COc1ccc(N(C(C)=O)S(=O)(=O)c2cccc3cccnc23)cc1	6	-0.3	4	1	-9	0	4	6	-3	14
7	Cc1nn(C)cc1S(=O)(=O)N1CCN(c2ccc(F)cc2)CC1	10	0.7	-3	0	-7	-26	28	-8	27	8
8	Cc1cc(Oc2ccccc2)nc(N2CCOCC2)n1	-2	686*	4	2	-2	-9	8	1	3	-3
9	COC(=O)[C@H](C)NC(=O)COc1ccccc1	-2	0.2	-4	-3	-9	-28	8	-6	-10	11
10	O=c1c2ccccc2nc2c3ccccc3c3nncn3n12	13	-0.1	13	-2	13	-27	24	-6	14	-35
11	COc1ccc(C(=O)C[n+]2ccc3ccccc3c2C)cc1	-4	4.0	-5	4	24	-10	12	11	34	-144
12	Cc1scc(C(=O)NNC(=S)NC(C)c2ccccc2)c1C (configuration not stated)	-16	-0.1	6	-1	-5	-7	12	3	7	21
13	COc1cc(-n2c(C)nc3cc(C(=O)O)ccc32)cc(OC)c1OC	-10	0.2	2	5	4	-4	6	8	3	15
14	CC(C)CC(=O)NC(=S)Nc1ccc(N2CCOCC2)c(Cl)c1	0	0.0	.	2	-2	-23	21	0	4	9
15	CCOC(=O)c1c(S(=O)(=O)Nc2ccc(F)cc2Cl)c(C)n(C)c1C	3	4.2	-4	-6	4	-19	17	-5	11	11
16	O=C(Nc1ccc2c(c1)OCO2)O[C@@H]1C[C@H]2CCC(=O)N3CC[C@@H](C1)[C@@H]23	2	0.0	3	-2	-4	-5	17	1	0	12

Compound profiles, from the list above. Screens in order: Platelet DG rel, HIF activator, SKKanGAS inh, HSP90 refold inh, HSF1 inhib, KLF5 inh, AI-2 QS mod, IEC-6 cytotox, HSF1 activator, aSyn 5UTR inh
Profile of COc1ccc(C(=O)C[n+]2ccc3ccccc3c2C)cc1 : -4, 4.0, -5, 4, 24, -10, 12, 11, 34, -144
Profile of CC(C)CC(=O)NC(=S)Nc1ccc(N2CCOCC2)c(Cl)c1 : 0, 0.0, ., 2, -2, -23, 21, 0, 4, 9
Profile of O=C(Nc1ccc2c(c1)OCO2)O[C@@H]1C[C@H]2CCC(=O)N3CC[C@@H](C1)[C@@H]23 : 2, 0.0, 3, -2, -4, -5, 17, 1, 0, 12
Profile of Cc1scc(C(=O)NNC(=S)NC(C)c2ccccc2)c1C (configuration not stated) : -16, -0.1, 6, -1, -5, -7, 12, 3, 7, 21
Profile of COC(=O)[C@H](C)NC(=O)COc1ccccc1 : -2, 0.2, -4, -3, -9, -28, 8, -6, -10, 11

(more compounds)
entry	Molecule	Platelet DG rel	HIF activator	SKKanGAS inh	HSP90 refold inh	HSF1 inhib	KLF5 inh	AI-2 QS mod	IEC-6 cytotox	HSF1 activator	aSyn 5UTR inh
17	Cc1ccc(NC(=O)CSc2ncc(-c3ccccc3)n2C(=O)c2ccccc2)cc1	1	0.8	9	-4	3	-18	-37	1	-3	-64
18	COC(=O)c1ccc(-n2cncn2)c(F)c1	9	-0.2	-4	0	-7	-9	22	-1	-8	4
19	Cc1ccc(N2NC(=O)/C(=C/c3ccc(-c4ccc(Cl)c(C(=O)O)c4)o3)C2=O)cc1C	10	-0.1	3	1	-6	-13	15	0	8	6
20	O=C(Nc1nnc(-c2ccccc2)o1)c1ccc(Cl)cc1	-51	-0.3	92*	1	3	-47	-48	4	6	2
21	O=C(Nc1cccc(Cl)c1)N(Cc1nc2ccccc2c(=O)[nH]1)C1CCCC1	6	-11	-1	-2	17	13	8	0	54*	-17
22	Oc1ccccc1N=N/C(=N/Nc1ccccc1O)c1ccccc1	-1	-0.3	7	.	-6	.	-1	.	-6	5
23	O=C(CCNC(=O)C1CCN(S(=O)(=O)c2ccccc2)CC1)NCc1ccc(Cl)cc1	1	0.0	-5	-4	-1	-12	7	-9	1	22
24	CCC1CC(CSC(=N)N)OC1=O (configuration not stated)	3	0.5	-5	-3	3	-3	6	1	-6	-21
25	CC(C)c1cc(C(=O)N/N=C/c2cccnc2)cs1	-2	0.4	-16	1	11	-5	18	3	22	-54
26	Cc1ccc(N(C(=O)c2csnn2)C(C(=O)NC(C)(C)C)c2cccnc2)cc1C (configuration not stated)	11	-0.7	4	1	-2	-9	25	5	-5	4
27	N#CCCn1c(C(C#N)(CCC#N)CCC#N)nc2ccccc21	-3	.	3	3	0	-13	32	-8	-1	6
28	CN(Cc1ccccn1)C(=O)c1ccc2nc(Cc3cccc(Cl)c3)oc2c1	0	-0.4	3	3	4	-27	23	2	26	-16
29	CS(=O)(=O)c1ccc2c(c1)sc1nc(=O)c(/C=C3/C=CC(=O)C(O)=C3)c(N)n12	4	0.4	2	1	-5	1	8	-1	-22	-59
30	CCOC(=O)C(C)On1c(-c2cccc(Cl)c2)nc2ccc([N+](=O)[O-])cc21 (configuration not stated)	-8	0.8	-16	-1	23	-99	10	4	42	-62
31	O=C(c1ccco1)N1CCN(C(=O)C2CCCN(S(=O)(=O)Cc3ccccc3)C2)CC1 (configuration not stated)	3	-1.3	1	-2	-3	-26	12	-7	-8	-3
32	N#CCSc1nnc(Cc2ccc3c(c2)OCO3)o1	0	-0.4	-24	0	2	-25	29	3	1	-15
33	COCCNC(=O)C1CCC(CNS(=O)(=O)c2ccc(F)cc2)CC1 (configuration not stated)	20	-8.9	-1	-3	1	-11	19	-2	22	-12
34	CCCn1cnc2scc(-c3ccc(C)c(C)c3)c2c1=O	4	0.8	-7	-3	2	-20	6	1	8	35
35	CCN(CC)CCNC(=O)CS(=O)Cc1nc(-c2ccc(Cl)cc2)oc1C (configuration not stated)	13	-0.1	-3	7	1	-22	11	3	-2	22
36	O=S(=O)(Nc1ccc2c(c1)OCCO2)c1cccc2nsnc12	4	-1.7	-1	20*	-59*	19	25	2	-67	22
37	CCOC(=O)c1oc2ccccc2c1CN1CCN(C(=O)c2ccccc2)CC1	6	-0.1	-3	-5	4	5	10	-11	3	13
38	Cn1nnnc1SCc1cc(=O)[nH]c2ccccc12	-2	-1.8	1	-1	-1	-2	21	3	1	20
39	COc1ccc(CCN(C(=O)C(F)(F)F)C(C(=O)NC2CCCCC2)c2ccc(C)s2)cc1 (configuration not stated)	-3	.	-1	-1	8	-29	20	-11	0	10
40	COc1cc(C2c3sc(=O)[nH]c3SC3C(=O)N(c4ccc(C)cc4)C(=O)C32)ccc1O (configuration not stated)	-1	0.0	14	5	-4	11	7	-2	10	1
41	CCc1ccc(C(=O)NNc2ccccc2F)cc1	1	1.6	-5	-3	4	-49	21	2	17	-83
42	Cc1cccc(-n2c(SCC(N)=O)nc3c(c2=O)C2(CCCC2)Cc2ccccc2-3)c1	0	-0.1	26	7	7	-2	10	-2	9	-21
43	COc1ccc(OCC(=O)OCC(=O)Nc2ccc(S(=O)(=O)N3CCCCC3)cc2)cc1	-36	-0.3	0	-2	?	-12	26	-4	-61	-9
44	CC(C)c1ccc(/C=C/c2ccc(=O)n(C)n2)cc1	10	0.9	-12	-4	37	-152	-12	-5	47	-12
45	COc1ccc(OC)c(S(=O)(=O)n2nc(-c3ccccc3)cc2N)c1	6	0.2	-1	-2	15	-35	?	-4	15	7
46	CCN(c1ccccc1)S(=O)(=O)c1cccc(C(=O)N(C)CCOc2ccccc2)c1	11	0.2	4	.	12	.	16	.	18	5
47	O=C(CN1CCN(c2ccccn2)CC1)Nc1cccc(S(=O)(=O)N2CCOCC2)c1	18	0.1	-5	-2	1	-9	8	-1	-1	13
48	CCCCCN(C(=O)CCC(=O)OCC(=O)c1ccc(C(C)(C)C)cc1)c1c(N)n(CCCC)c(=O)[nH]c1=O	1	1.8	5	.	25	.	1	.	76*	-20
49	Cc1c(S(=O)(=O)Nc2ccc(Oc3ccccc3)cc2)c(=O)n(C)c(=O)n1C	-9	0.2	5	2	5	-21	17	-1	2	16
50	O=C(NCc1ccc2c(c1)OCO2)c1c(Cl)cccc1Cl	1	-0.6	0	3	-7	-26	.	0	0	-14
51	CCOc1ccc(-c2c(C#N)c(N)nc3sc(C(=O)c4ccccc4)c(N)c23)cc1	-6	-0.2	4	2	1	0	-5	0	16	13
52	COC(=O)C1CN(S(=O)(=O)c2cc(OC)ccc2OC)CCS1 (configuration not stated)	6	-0.1	3	-2	-3	-9	23	3	2	9
53	CC(C)(CNS(=O)(=O)c1ccc2c(c1)OCCO2)N1CCOCC1	1	0.0	-3	2	-3	-22	13	0	1	-22
54	COC(=O)c1cn(Cc2c(C)cc(C)cc2C)nn1	-3	0.1	1	6	1	3	16	2	-12	-5
55	O=C(CSc1nc2sc3c(c2c(=O)n1-c1ccccc1)CCCC3)NCc1ccco1	7	-0.3	4	-4	-4	-3	6	-2	0	21
56	COc1ccccc1NC(=O)C(C)OC(=O)C1CC(=O)N(c2ccc3c(c2)OCCO3)C1 (configuration not stated)	1	0.2	28	-3	-3	-23	12	-1	-3	1
57	CC(=O)c1cn(CC(=O)NCc2cccnc2)c2ccccc12	1	0.3	-12	-2	.	-17	14	1	.	29
58	O=C(N/N=C/c1ccccc1[N+](=O)[O-])c1ccc2nc[nH]c2c1	7	2.7	-4	1	15	-31	16	5	3	-113
59	COCCN(C(=O)Cc1cccs1)c1nnc(-c2ccncc2)s1	1	-0.9	-1	-2	0	-14	8	-12	-11	-13
60	CCCN1CCC(=O)N([C@H](CSc2ccc(OC)cc2)c2ccccc2)CC1	13	2.2	3	.	1	.	-7	.	-12	-77
61	CCn1c(Cc2ccccc2)nnc1SCC(=O)c1cccc([N+](=O)[O-])c1	6	0.0	2	-3	11	1	6	-7	-8	1
